Screens deposited in PubChem by several laboratories.
hcDAF-12 act = activators of H. contortus DAF-12 nuclear receptor. HEK293 hcDAF-12 lit1-tk-luc reporter, luminescence; 0% DMSO, 100% Δ7-dafachronic acid. AID 652067. activation, % at 6.8 µM. 370,000 tested, 1.4% active;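 active = activation above the mean of all tested compounds plus 3 SD, cut at about 5.5% in these data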;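 note: 100% = response to 3 µM Δ7-dafachronic acid high control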
sPLA2-III inh = Blocks human group III sPLA2 activity; Q9NZ20; 370,000 tested, 0.56% active; QFRET BODIPY PC-A2 liposome hydrolysis, fluorescence; inhibition, % at 12.2 µM; AID 743126;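 active = inhibition above mean plus 3 SD of compounds lying within the high and low control bounds, cut at about 19% in these data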;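 note: 0% = median of test compound wells and 100% = no enzyme DMSO wells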
SMARCA2 act = activators of SMARCA2 function; MG213 cells, MMTV-luciferase reporter, dexamethasone, overnight; activation, % at 9.1 µM; 370,000 tested, 1% active; AID 652017; in the data active = activation above about 7.8%;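 note: 0% = vehicle wells and 100% = reference activator wells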
PG9 Ab binder = PG9 antibody binding by small molecule | TR-FRET gp120-PG9 antibody binding | inhibition, % at 6.7 µM | 360,000 tested, 0.43% active; in the data active = inhibition above about 8.5%
hgDAF-12 ag = hgDAF-12 agonism, primary luciferase screen; AID 687014; 370,000 tested, 1.8% active; HEK293 GAL4-hgDAF12 UAS-luciferase reporter, agonist luminescence; normalized to butyrate control; activation, % at 6.8 µM;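 active = activation above a cutoff set at the mean of all screened compounds plus 3 SD, cut at about 10% in these data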;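 note: 0% = DMSO wells and 100% = sodium butyrate wells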
DAX1 inh-1 = blocks DAX1 repression of SF-1 activated StAR promoter; HEK293T StAR-luciferase reporter, SF-1/DAX-1 repression relief; inhibition, % at 6.8 µM; 370,000 tested, 1.1% active; AID 652010;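 active = inhibition above the mean over all tested compounds plus 3 SD, cut at about 3.6% in these data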;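 note: 0% = DAX-1 cells with DMSO and 100% = cells lacking DAX-1 with DMSO; higher inhibition means more luminescence from relief of DAX-1 repression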
NR1D1 modulator = Rev-erb alpha (human) modulation; Rev-erbα–FITC-DNA binding, fluorescence polarization, 90 min; activity, % at 10 µM; 370,000 tested, 0.79% active;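 active = activity above about 14%, limit read from the data; passing the limit was not always enough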;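 note: 0% = DMSO wells with 35 nM protein and 100% = DMSO wells with 750 nM protein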
Target sequence (P20393 whole entry, looked up): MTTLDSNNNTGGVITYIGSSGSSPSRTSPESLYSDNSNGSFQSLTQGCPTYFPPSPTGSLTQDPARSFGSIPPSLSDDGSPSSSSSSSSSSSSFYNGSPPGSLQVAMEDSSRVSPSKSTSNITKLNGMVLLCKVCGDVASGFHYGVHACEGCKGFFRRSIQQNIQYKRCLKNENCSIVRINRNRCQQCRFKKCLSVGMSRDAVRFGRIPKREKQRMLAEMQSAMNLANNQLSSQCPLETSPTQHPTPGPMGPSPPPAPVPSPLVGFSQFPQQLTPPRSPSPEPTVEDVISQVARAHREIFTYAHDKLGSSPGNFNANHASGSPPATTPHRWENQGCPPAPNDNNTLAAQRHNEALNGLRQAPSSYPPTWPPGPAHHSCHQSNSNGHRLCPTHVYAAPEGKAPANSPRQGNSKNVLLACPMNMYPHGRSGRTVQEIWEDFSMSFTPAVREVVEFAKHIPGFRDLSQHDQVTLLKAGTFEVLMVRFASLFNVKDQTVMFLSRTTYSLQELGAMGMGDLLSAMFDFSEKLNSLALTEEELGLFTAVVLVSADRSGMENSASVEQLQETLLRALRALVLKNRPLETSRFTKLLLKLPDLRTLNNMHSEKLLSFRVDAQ
ssDAF12 agonist = activators of S. stercoralis DAF-12 nuclear receptor; HEK293 ssDAF-12/GRIP1 lit1-tk-luc reporter, luminescence; % of 3 µM dafachronic acid response; activation, % at 6.8 µM; 370,000 tested, 1% active; AID 652126;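 active = activation above the mean over all tested compounds plus 3 SD, cut at about 0.9% in these data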;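 note: 0% = DMSO-only wells and 100% = 3 µM delta7-dafachronic acid wells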
DAX1 inh-2 = NR0B1 (DAX1) inhibition; HEK293 Gal4-DAX1 luciferase reporter, luminescence; inhibition, % at 6.75 µM; 340,000 tested, 0.99% active; AID 504766;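 active = inhibition above the mean over all tested compounds plus 3 SD, cut at about 4.2% in these data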;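 note: 0% = DAX1-transfected cells with DMSO and 100% = empty-vector control cells with DMSO; inhibition shows as a rise in luminescence from relieved DAX1 repression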
Target sequence (P51843 207-470 limits assumed): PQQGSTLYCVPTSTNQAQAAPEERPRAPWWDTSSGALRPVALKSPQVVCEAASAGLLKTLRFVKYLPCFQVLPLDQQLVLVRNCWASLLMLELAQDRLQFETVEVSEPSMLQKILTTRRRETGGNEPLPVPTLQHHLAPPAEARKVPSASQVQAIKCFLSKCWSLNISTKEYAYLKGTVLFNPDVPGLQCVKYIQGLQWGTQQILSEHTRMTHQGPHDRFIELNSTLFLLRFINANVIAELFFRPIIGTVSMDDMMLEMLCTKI
GAA850 FXN act = activators of GAA850 frataxin (FXN) promoter; HEK293 lucGAA850 FXN promoter luciferase reporter, 24 h; percent of 10 µM SAHA response; activation, % at 6 µM; 360,000 tested, 0.56% active; AID 540364;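 active = activation above the average of all compounds screened plus 3 SD, cutoff fixed separately per campaign, cut at about 7.5% in these data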;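 note: 0% = DMSO wells and 100% = 10 µM SAHA wells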
PLCb3 inh = PLC-beta3 (human) inhibition, primary screen. Purified PLC-beta3, fluorogenic substrate, fluorescence. inhibition, % at 12.2 µM. 370,000 tested, 0.18% active. AID 720704; in the data active = inhibition above about 11%;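 note: 0% = median of compound wells on plate and 100% = full blocker control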
An asterisk follows results filed as active; · = no result given.

SMILES	hcDAF-12 act	sPLA2-III inh	SMARCA2 act	PG9 Ab binder	hgDAF-12 ag	DAX1 inh-1	NR1D1 modulator	ssDAF12 agonist	DAX1 inh-2	GAA850 FXN act	PLCb3 inh
CCOC(=O)c1ccc(NC(=O)c2cc3ccccc3o2)cc1	-1.1	-3	2	-0.2	8.7	-0.2	0	-1.3	-0.2	2.6	-18
CCN1CCN(CCCNC(=O)c2ccc(/C=C3/Sc4ccccc4N(Cc4ccccc4F)C3=O)cc2)CC1	-0.7	-15	6	1.0	-3.3	0.0	-1	-1.2	2.0	1.9	-366
Cc1ccc2c(c1)c(=O)c1c3n2CCN(C(=O)CCl)C3CC1 (configuration not stated)	2.5	2	0	-2.2	-1.3	0.2	-17	-1.1	2.1	0.2	-144
Cc1ccc(NC(=O)Cn2c(=O)oc3ccccc32)cc1C	2.2	-11	-2	2.7	0.9	0.3	2	-0.6	2.2	-0.1	1
CCCCC(=O)NC(=S)Nc1cc(C(=O)O)ccc1Cl	0.1	8	-4	1.6	-2.3	-0.1	-9	-0.6	-0.6	-0.4	-1
CCn1c(SCC(=O)Nc2ccc(S(=O)(=O)Nc3cc(C)nc(C)n3)cc2)nc2sc(C)c(C)c2c1=O	-0.8	-13	3	·	4.7	-0.7	-8	-1.5	·	·	-3
CC12CCC(C(=O)NCc3ccc(F)cc3)(OC1=O)C2(C)C (configuration not stated)	-2.2	2	-5	-1.1	-5.6	2.1	-4	-0.8	0.3	0.2	0
COc1ccc(CN2C(=O)C(C)Nc3ncnc(N4CCN(c5ccccn5)CC4)c32)cc1 (configuration not stated)	0.0	5	-1	0.6	-3.0	0.0	-3	-1.5	1.6	2.4	-4
N#CCc1ccccc1C(=O)OCC(=O)N(Cc1ccccc1)Cc1ccccc1	-0.6	-16	1	-1.6	-0.1	-0.2	-5	-0.6	-0.5	-0.9	-6
CCCCCCCC(=O)NNC(=O)c1ccc(F)cc1	-1.2	-4	-2	-2.1	0.4	0.7	-2	-1.7	0.2	1.6	2
CC(C)(C)OC(=O)C[C@@H]1C/C=C\C[C@@H](CC(=O)N(CCO)Cc2ccccc2)C(=O)N[C@H](C(C)(C)C)COC1=O	-1.8	3	0	0.0	-1.9	0.1	0	-1.8	0.5	-2.8	1
COc1cc2c(cc1OC)C(COc1ccccc1OC)N(C(=O)C(C)C)CC2 (configuration not stated)	-2.6	0	-2	-0.1	-3.3	-0.1	0	-1.6	0.7	1.6	-8
CC(C)CNC(=O)C1CCN(c2ccc(S(=O)(=O)N3CCOCC3)cc2)CC1	2.1	1	-3	-0.1	0.4	-0.6	-1	-1.2	0.4	-0.3	-2
CC1=C(C(N)=O)C(c2sccc2C)n2nnnc2N1 (configuration not stated)	-0.8	8	-2	1.8	0.3	-0.4	12	-0.8	0.8	-0.1	2
CC1(C)CCCN(C(=O)N2c3ccccc3Sc3ccccc32)C1	-1.9	-1	-3	2.3	0.2	-0.9	15	-1.1	0.5	-0.4	2
CCN(CC)c1ccc(/C=N\N2CCN(Cc3ccc(C)cc3)CC2)cc1	-0.7	7	-1	-3.8	1.8	-0.7	1	-0.8	-0.4	-1.0	-3
Cn1cc(S(=O)(=O)c2ccccc2)n(C)c1=O	0.0	2	-1	0.1	0.8	0.7	-4	0.0	1.4	0.1	0
CN1CCN(C(=O)c2ccccc2NS(=O)(=O)c2ccc(F)cc2)CC1	0.6	-1	-3	-0.5	-3.0	0.2	-4	-1.7	0.0	-1.3	-6
COc1ccc(-c2nnc(SCC(=O)Nc3ccccc3OC)o2)cc1	1.5	1	4	0.7	7.1	4.3*	-4	-0.5	2.1	4.3	1
COc1cc(C2C(C#N)=C(N)Oc3cc(O)ccc32)cc(OC)c1OC (configuration not stated)	0.2	3	-4	-0.3	-1.3	-0.3	1	-0.9	0.5	-4.3	-14
COc1cc(NC(=O)N2CCc3nc(NCc4cccc(Oc5ccccc5)c4)ncc3C2)cc(OC)c1OC	-0.8	-14	-7	-0.8	-1.6	-0.2	2	-1.3	·	-4.1	-6
CCOC(=O)C1=C(C)N(C)C(=O)NC1c1cc2c(cc1Br)OCO2 (configuration not stated)	-1.5	-2	-1	-1.9	0.8	0.1	9	-0.9	-0.3	1.2	-1
COc1ccccc1/C=C/C(=O)NC(=S)NC(C)C	1.0	-1	0	-0.8	-3.8	-0.2	2	-1.6	0.0	0.4	-111
CC(=O)N1CCN(c2ccc(NC(=O)c3ccc4c(c3)OCO4)cc2)CC1	0.2	-2	-1	-3.3	-3.9	-0.3	5	-1.8	-0.8	1.0	-2
CC(C)[C@H](NS(=O)(=O)c1ccc(Cl)cc1)C(=O)OCC(=O)NCCN1C(=O)CSC1=O	-1.9	-20	-2	-3.2	1.9	1.7	0	-0.8	0.2	-0.5	-5
COc1ccc([N+](=O)[O-])cc1NCc1cccnc1	-0.8	2	-2	-1.6	2.5	1.0	-2	-1.7	0.4	2.8	0
Cc1cc(NC(=O)CSc2nnnn2C)n(-c2ccccc2)n1	1.6	11	-2	3.0	-2.4	0.7	1	-0.5	-0.5	2.6	4
O=C(OCC(=O)N1CCOCC1)c1ccc(Cl)nc1	0.0	5	1	-0.2	0.6	1.2	4	-1.2	0.7	3.0	1
C=CCN1C(=O)[C@@H](CC(=O)NCc2ccccc2)[C@]2(C(=O)OCC)CCCCC/C=C/12	-0.9	2	-2	·	1.9	-0.5	-4	-1.2	·	·	1
COc1ccc2c(C)c(CC(=O)N3CCN(C(=O)C4COc5ccccc5O4)CC3)c(=O)oc2c1C (configuration not stated)	-2.7	2	2	-0.4	3.8	-0.7	-2	-1.9	-0.7	-0.8	-145
Cc1cccc(Cc2cnc(N3C(=N)SC(c4ccccc4)C3=O)s2)c1 (configuration not stated)	-2.1	-3	-1	-0.1	0.0	-0.1	-5	-0.3	0.1	1.9	-7
O=c1[nH]cnc2sc3c(c12)CCN(Cc1ccccc1)C3	1.6	3	0	-0.3	2.2	0.2	0	-1.4	-0.4	-1.4	-206
O=C(OC(C(=O)O)C(OC(=O)c1ccccc1)C(=O)NCc1ccccc1)c1ccccc1 (configuration not stated)	-0.2	0	-1	-0.3	2.4	0.3	-3	-1.1	-0.1	1.5	-4
CC(=O)O[C@H]1C[C@@H]2CC[C@@H]3[C@H](CC[C@@]4(C)[C@H]3C[C@H]([N+]3(C)CCCCC3)[C@@H]4OC(C)=O)[C@@]2(C)C[C@@H]1[N+]1(C)CCCCC1	0.1	8	-4	0.3	-1.0	0.2	-2	-1.1	-0.5	1.2	-2
Cc1ccccc1CC1(CO)CCCN(Cc2ccn[nH]2)C1 (configuration not stated)	-0.9	0	2	-1.0	-3.2	-0.6	1	-1.2	-0.2	1.8	4
CCCn1c(CCNc2nc(-c3ccc(OC)cc3)cs2)nc2ccccc21	1.3	2	-1	0.8	-0.5	-0.2	0	-0.6	0.7	0.8	-1
CC1=NN(C(N)=S)C(=O)C1N=Nc1c(C)cc(C)cc1C (configuration not stated)	-1.2	4	0	-0.7	0.1	-0.6	-5	-0.7	0.1	0.9	6
CC1(C)CC(NC(=O)c2ccc(-c3ccc([N+](=O)[O-])cc3)o2)CC(C)(C)N1	-1.1	3	-1	-2.5	4.4	-0.7	-5	-1.0	1.6	2.2	-57
CCc1nnc(NC(=O)CSc2nccn2-c2cccc(C)c2)s1	0.2	-1	-2	1.2	1.0	-0.7	2	-1.5	0.9	-1.5	2
Cc1nc(C(F)(F)F)ccc1C(=O)Nc1ccccc1F	-1.5	14	-4	-0.9	1.8	-0.6	-4	-0.5	-0.2	2.6	-5
COc1cc(-c2nnc(SCC(=O)NC3CCS(=O)(=O)C3)o2)cc(OC)c1OC (configuration not stated)	0.3	1	2	0.2	-0.5	0.9	-1	-1.0	-1.5	0.3	-6
O=Cc1ccccc1OCCOc1ccc([N+](=O)[O-])cc1	-0.9	6	1	-1.4	-0.6	-0.3	1	-1.4	1.4	2.5	-2
Cc1cc(C)cc(N(CC(=O)NCc2ccc(F)cc2)C(=O)CCC(=O)Nc2ccccn2)c1	-0.9	3	-4	2.1	-1.9	0.4	-2	-1.2	-0.5	0.6	1
Cc1ccc2c(COC(=O)c3ccccc3F)cc(=O)oc2c1	-1.2	2	1	1.5	1.6	0.1	6	-0.3	1.1	3.9	-10
O=C(NCc1ccccc1Cl)c1ccccc1CCc1ccccc1	0.6	-8	1	-0.1	1.8	-0.3	-2	-1.0	0.2	2.6	1

The list goes on; it opens with the 2 that closed the last part.
SMILES	hcDAF-12 act	sPLA2-III inh	SMARCA2 act	PG9 Ab binder	hgDAF-12 ag	DAX1 inh-1	NR1D1 modulator	ssDAF12 agonist	DAX1 inh-2	GAA850 FXN act	PLCb3 inh
Cc1ccc2c(COC(=O)c3ccccc3F)cc(=O)oc2c1	-1.2	2	1	1.5	1.6	0.1	6	-0.3	1.1	3.9	-10
O=C(NCc1ccccc1Cl)c1ccccc1CCc1ccccc1	0.6	-8	1	-0.1	1.8	-0.3	-2	-1.0	0.2	2.6	1
O=C(CSc1n[nH]c(=O)[nH]c1=O)Nc1ccc(SC(F)F)cc1	0.8	0	-2	-0.8	-0.6	-0.7	-2	-0.8	0.5	-0.3	-1
COc1c(Cl)cc(Cl)cc1C(=O)n1nc(C)cc1C	-0.8	3	1	0.6	-1.9	0.4	-1	-1.7	1.0	0.6	1
CCOc1cc(CNn2nnnc2N)ccc1OCC(=O)NC(C)(C)C	-0.5	-2	-2	2.6	-1.4	-0.8	-5	-0.8	1.1	2.4	3
Cc1ccc(SCC(=O)NNC(=O)c2ccccc2)c(C)c1	-1.8	-5	-4	-0.6	-1.4	0.0	3	-1.1	0.9	-1.8	-3
CCc1c(C)sc(NC(=O)c2ccco2)c1C#N	1.4	1	4	-4.0	5.2	2.1	3	-0.4	0.8	6.8	-44
O=C(CCNC(=O)c1ccccc1Cl)Nc1nc2ccccc2s1	6.4*	-7	4	-0.3	8.9	3.1	-4	0.6	1.9	4.7	-7
O=C(NCc1nnnn1-c1ccc(F)c(F)c1)c1ccc2ccccc2c1	-2.7	-11	-1	0.1	-2.5	-0.6	-4	-1.0	-2.0	1.3	-1
Fc1cc(F)cc(NC(=S)N2CCN(c3ncccn3)CC2)c1	-1.3	3	0	-1.4	2.1	0.0	-1	-1.6	-0.4	2.3	1
CNC(=O)CN(C1CCCCC1)S(=O)(=O)c1ccc(F)cc1	-0.3	7	-1	-3.6	-1.3	0.4	-1	-1.9	-1.4	-0.9	3
Cc1cc(C(=O)OCC(=O)N2c3ccccc3NC(=O)C2(C)C)c(C)n1-c1ccccc1	-0.9	-9	-1	-2.3	-1.9	0.2	-4	-0.6	0.1	-1.1	7
O=C(CSc1nc2ccccc2[nH]1)Nc1cc(C(F)(F)F)ccc1N1CCOCC1	-3.5	-7	0	-1.4	-1.4	-0.8	2	-1.6	-0.7	1.2	2
CCCCOP(=O)(c1ccc(N(C)C)cc1)C(O)c1ccccc1F (configuration not stated)	-1.8	4	-2	-0.8	-0.4	0.0	-1	-1.7	-1.6	1.0	1
